MCF10A rerep: A quantitative high throughput screen for small molecules that induce DNA re-replication in MCF 10a normal breast cells. Potency, µM (series often up to 46.1 µM), without a hit: top-dose activity, positive = re-replication, actives largely listed as activators. AID 624296, 2012. hit rate 2.9% among 350,000. MCF 10A DNA re-replication, Hoechst nuclear intensity, 48 h; further: potency means the concentration at half of the fitted maximal effect; % of control where 0% means no effect; nearly all actives have a fitted effect of over 50% in size
WRN helicase inh: qHTS for Inhibitors of WRN Helicase; WRN helicase unwinding, fluorescent forked duplex, kinetic; Potency, µM (highest dose often 114 µM), for inactives: top-dose activity change, negative = inhibition, hits mostly inhibitors; hit rate 0.46% among 360,000; AID 651768, 2012; further: potency means the concentration at half of the fitted maximal effect; on the % scale 0 is the no-effect control and ±100 the full control effect; nearly all actives have a fitted effect of over 55% in size
Target sequence (Q14191 whole entry, looked up): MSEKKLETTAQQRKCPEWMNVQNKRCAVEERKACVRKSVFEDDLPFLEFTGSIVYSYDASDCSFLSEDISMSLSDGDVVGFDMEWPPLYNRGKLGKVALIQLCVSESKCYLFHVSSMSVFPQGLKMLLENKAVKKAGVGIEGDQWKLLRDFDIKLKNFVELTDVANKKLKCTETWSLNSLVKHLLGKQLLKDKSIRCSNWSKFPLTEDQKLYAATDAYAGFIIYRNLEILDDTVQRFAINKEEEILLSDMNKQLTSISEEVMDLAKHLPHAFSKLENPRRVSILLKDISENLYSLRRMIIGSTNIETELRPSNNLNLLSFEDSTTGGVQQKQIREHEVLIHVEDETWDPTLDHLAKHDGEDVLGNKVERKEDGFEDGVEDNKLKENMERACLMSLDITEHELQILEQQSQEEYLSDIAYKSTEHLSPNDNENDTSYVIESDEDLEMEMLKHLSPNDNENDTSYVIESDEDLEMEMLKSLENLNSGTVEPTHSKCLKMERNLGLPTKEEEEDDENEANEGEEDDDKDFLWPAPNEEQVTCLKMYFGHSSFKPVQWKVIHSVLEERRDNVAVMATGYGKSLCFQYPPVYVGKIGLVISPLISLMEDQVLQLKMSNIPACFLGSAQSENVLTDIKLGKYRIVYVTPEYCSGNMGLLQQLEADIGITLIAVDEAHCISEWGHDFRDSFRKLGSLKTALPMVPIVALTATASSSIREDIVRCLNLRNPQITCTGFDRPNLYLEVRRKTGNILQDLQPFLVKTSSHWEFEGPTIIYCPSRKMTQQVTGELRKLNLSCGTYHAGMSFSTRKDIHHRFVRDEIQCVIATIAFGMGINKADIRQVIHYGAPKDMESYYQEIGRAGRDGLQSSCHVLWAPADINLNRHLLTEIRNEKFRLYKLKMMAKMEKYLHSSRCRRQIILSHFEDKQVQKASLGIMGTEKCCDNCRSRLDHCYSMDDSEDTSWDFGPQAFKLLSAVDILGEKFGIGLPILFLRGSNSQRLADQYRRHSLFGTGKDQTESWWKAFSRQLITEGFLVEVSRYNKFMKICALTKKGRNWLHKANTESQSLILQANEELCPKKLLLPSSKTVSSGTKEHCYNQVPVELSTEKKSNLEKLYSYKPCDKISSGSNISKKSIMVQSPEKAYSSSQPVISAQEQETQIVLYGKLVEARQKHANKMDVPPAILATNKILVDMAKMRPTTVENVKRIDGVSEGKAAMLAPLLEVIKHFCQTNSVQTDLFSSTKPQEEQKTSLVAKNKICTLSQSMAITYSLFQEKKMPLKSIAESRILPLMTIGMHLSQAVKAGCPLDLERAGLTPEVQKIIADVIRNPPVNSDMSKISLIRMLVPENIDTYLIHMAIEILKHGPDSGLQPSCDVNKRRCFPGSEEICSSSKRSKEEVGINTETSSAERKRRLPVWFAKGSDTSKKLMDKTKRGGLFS
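Screening of the MLSMR collection measured strand separation of a quenched forked DNA duplex (100 nM) by 20 nM WRN with 2 mM ATP, all final. Compounds were preincubated with enzyme 15 min at room temperature.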
KB-3-1 tox: qHTS assay for MDR1-selective chemotherapeutics: Primary screen using the parental adenocarcinoma cell KB-3-1. Potency, µM (series often up to 46.1 µM), for the others: at the top dose activity change, negative = cytotoxic, actives largely listed as cytotoxic. AID 1347075, 2019. KB-3-1 viability, CellTiter-Glo ATP luminescence, 72 h. hit rate 1.4% among 400,000; further: potency means the concentration at half of the fitted maximal effect; on the % scale 0 is the no-effect control and ±100 the full control effect; nearly all actives have a fitted effect of over 60% in size
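Here the drug-naive KB-3-1 line serves as comparator for MDR sub-line selectivity; cells received compound titrations, 72 h at 37 °C, then CellTiter-Glo readout.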
HT1080NT lethal: qHTS for induction of synthetic lethality in tumor cells producing 2HG: qHTS for the HT-1080-NT fibrosarcoma cell line; HT-1080-NT fibrosarcoma viability, CellTiter-Glo ATP luminescence, 48 h; Potency, µM (doses to about 46.1 µM), inactives show top-dose activity, negative = less viability, actives largely listed as cytotoxic; hit rate 1.6% among 360,000;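 further: NT is the 2HG producing partner of a matched IDH1 knockdown line; potency means the concentration at half of the fitted maximal effect; 0% = DMSO-treated cells and -100% = media-only wells without cells; nearly all actives have a fitted effect of over 55% in size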
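HT-1080-NT; 750 cells/well; 5% FBS RPMI; 48 h compound, 37 degrees C; CellTiter-Glo luminescence; curve fitting and curve-class assignment.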
IL1B secr inh: qHTS for Inhibitors of Inflammasome Signaling: IL-1-beta AlphaLISA Primary Screen; THP-1 LPS/ATP IL-1B secretion, AlphaLISA, 16 h; hits give low values; activity change, % at 57.5 µM; hit rate 4.7% among 360,000; in the data active means activity change below about -50%; inconclusive means mostly about -30% to -49%; further: on the % scale 0 is the no-effect control and ±100 the full control effect
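THP-1 cells pretreated 1 hr with compounds (up to 57.5 uM final), then stimulated with LPS (250 ng/mL final) plus ATP (1.25 mM final); secreted IL-1B measured by AlphaLISA after 16 hr, decreased signal indicating inhibition.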
ATXN2 expr inh: Primary qHTS for Inhibitors of ATXN expression. HEK-293 ATXN2-luciferase reporter, luminescence, 24 h. AID 1745845, 2022. Potency, µM (highest dose often 57 µM), inactives show at the top dose activity change, negative = inhibition, most hits filed as inhibitors. hit rate 0.72% among 360,000; further: potency means the concentration at half of the fitted maximal effect; on the % scale 0 is the no-effect control and ±100 the full control effect; nearly all actives have a fitted effect of over 55% in size
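ATXN2-luciferase reporter cells (luciferase flanked by upstream and downstream ATXN2 gene portions) were treated 24 h at 37 °C with compounds at up to 57 uM. SteadyGlo luminescence gave expression; GF-AFC fluorescence gave viability.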
SW480 rerep: A quantitative high throughput screen for small molecules that induce DNA re-replication in SW480 colon adenocarcinoma cells; SW480 DNA re-replication, Hoechst DNA content imaging, 48 h; Potency, µM (series often up to 46.1 µM), for the others: at the top dose re-replication activation, usual class: activators; hit rate 1.8% among 340,000; AID 624297, 2012; further: potency means the concentration at half of the fitted maximal effect; % of control where 0% means no effect; nearly all actives have a fitted effect of over 55% in size
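Treated cells incubate 48 hr (37 C, 5% CO2), are stained 40 min with Hoechst, and nuclear fluorescence is enumerated; a rise in nuclei with high DNA signal marks re-replication.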
KB-V1 cytotox: qHTS assay for MDR1-selective chemotherapeutics: Primary screen using the drug-selected MDR subline cells KB-V1; KB-V1 MDR cells viability, CellTiter-Glo, 72 h; AID 1347076, 2019; Potency, µM (highest dose often 46.1 µM), for the others: at the highest dose activity change, negative = cytotoxicity, hits mostly cytotoxic; hit rate 3.4% among 400,000; further: potency means the concentration at half of the fitted maximal effect; on the % scale 0 is the no-effect control and ±100 the full control effect; nearly all actives have a fitted effect of over 60% in size
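Compound-treated KB-V1 multidrug-resistant cells, 72 h, 37 degrees C; viability by CellTiter-Glo. Fitted qHTS curves give the values.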
HT1080 IDH1KD tx: qHTS for induction of synthetic lethality in tumor cells producing 2HG: qHTS for the HT-1080-IDH1KD cell line; HT-1080 IDH1 knockdown viability, ATP luminescence, 48 h; Potency, µM (series often up to 46.1 µM), inactives show at the highest dose activity, negative = toxicity, usual class: cytotoxic; hit rate 2% among 360,000;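 further: potency means the concentration at half of the fitted maximal effect; 0% = DMSO wells and -100% = cell-free medium wells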
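After a 2 h attachment period, IDH1KD HT-1080 cells took pin-transferred compound for 48 h at 37 °C; ATP-based luminescence after 10 min room-temperature reagent incubation reported viability.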
* = called active by the depositor; i = inactive; ? = inconclusive; / = not tested or not shown; & = joins results of further samples; [ ] = remark or other dose. Unless noted, the call rests on the fitted dose curve; in most records, active means well fitted curve in the direction sought with a large enough effect; inconclusive means small, poorly fitted or top-dose-only effect, or another doubt; inactive means no such curve, though single readings can be large; an effect the other way counts as inactive or inconclusive.

SMILES	MCF10A rerep	WRN helicase inh	KB-3-1 tox	HT1080NT lethal	IL1B secr inh	ATXN2 expr inh	SW480 rerep	KB-V1 cytotox	HT1080 IDH1KD tx
CCOc1ccc(C2C(C#N)=C(C)NC3=C2C(=O)c2ccccc23)cc1 (stereo not given)	?	-12%	-15%	10%	7	?	24%	?	-12%
Cc1cccc(NC(=O)c2cccc(NC(=O)c3ccccc3)c2)n1	-1%	4%	13%	-11%	-4	-2%	1%	?	1%
CCC12CCCN3CCC4(C(=C(C(=O)OC)C1)Nc1ccccc14)C32 (stereo not given)	12%	-21%	?	0%	26	-9%	-8%	-24%	1%
O=C(CSc1nnnn1C1CCCC1)N1CCOCC1	16%	-5%	-12%	2%	6	/	-28%	-1%	-3%
COc1ccc(OC(=O)c2ccc3nsnc3c2)cc1	4%	-33%[57.1 µM]	5%	0%	9	-7%	3%	-4%	0%
CCc1ccc(S(=O)(=O)NCCOc2cccc3cccnc23)cc1	6%	2%	4%	9%	30	-21%	-3%	-16%	-3%
CCCn1c(SCC(=O)NNC(=O)c2ccc(OC)cc2)nnc1C(C)C	-1%	-2%	16%	4%	-4	-22%	-17%	-3%	1%
CC(=O)Nc1ccc(NC(=O)[C@@H]2CCCC[C@@H]2C(=O)O)cc1	-8%	12%	4%	12%	25	-10%	-11%	?	5%
CCOC(=O)c1c(C)[nH]c(C)c1C(=O)COC(=O)c1cccc(S(=O)(=O)NC)c1	5%	-1%[57.1 µM]	15%	-14%	?	-3%	?	19%	-20%
CCn1cc(CN(C)S(=O)(=O)c2ccc3ccccc3c2)c(C)n1	2%	-4%	-12%	-5%	8	-14%	-3%	?	-8%
COc1ccc(CCNC(=O)C2CCN(S(=O)(=O)c3ccc(F)cc3)CC2)cc1	3%	3%	-7%	8%	17	-3%	6%	1%	2%
O=S(=O)(Nc1ccc(N2CCOCC2)cc1)c1ccc2ccccc2c1	6%	-7%	9%	18%	0	-13%	-5%	-1%	12%

Some of these compounds in order of their number in WRN helicase inh, largest number first.
structure	WRN helicase inh
CC(=O)Nc1ccc(NC(=O)[C@@H]2CCCC[C@@H]2C(=O)O)cc1	12%
CCc1ccc(S(=O)(=O)NCCOc2cccc3cccnc23)cc1	2%
CCCn1c(SCC(=O)NNC(=O)c2ccc(OC)cc2)nnc1C(C)C	-2%

New compounds follow.
SMILES	MCF10A rerep	WRN helicase inh	KB-3-1 tox	HT1080NT lethal	IL1B secr inh	ATXN2 expr inh	SW480 rerep	KB-V1 cytotox	HT1080 IDH1KD tx
CN1CCN(C(=S)NC(=O)/C=C/c2cccc3ccccc23)CC1	-3%	1%	13%	10µM*	14	-2%	-1%	4%	?
CC(C)(C)C(=O)Nc1ccccc1C(=O)NCCC(=O)Nc1ccccc1	2%	-2%	-2%	23%	3	4%	5%	-3%	6%
CCCCCCCSc1nc(N)cc(=O)[nH]1	9%	-32%[57.1 µM]	-12%	10%	10	5%	-2%	?	9%
COc1ccc(C(C)=O)cc1CC1(C)C(=O)Nc2ccc(-c3ccccc3OC)cc21 (stereo not given)	/	-4%	0%	-2%	-2	?	/	2%	-21%
O=C(CSc1nnc([C@@H]2CCCN2)o1)c1ccc(Cl)cc1	-187%[0.0737 µM]	-7%	-16%	4%	28	27%	5%	9%	1%
CCOc1ccccc1N(CC(=O)NC1CCCCC1)C(=O)c1nsc(Cl)c1Cl	?	-3%	?	-3%	-11	-19%	15%	?	-1%
CCCC(=O)NC(=S)Nc1ccc(CN2CCOCC2)cc1	0.65µM*	8%	-5%	8%	-7	22%	-38%[inhibitor]	20%	10%
O=Cc1ccc2cccnc2n1	-2%	-14%	15%	-1%	-5	5%	1%	3%	14%
Cc1c(C(=O)O)oc2c1/C(=N\O)CC(C)(C)C2	11%	3%	6%	23%	9	-11%	-11%	?	27%
COc1ccccc1C1CC(c2cccs2)=Nc2ccccc2S1 (stereo not given)	15%	-6%	-4%	-15%	-1	11%	?	0%	-29%
CC1CCCN(c2ccc3nc4ccccc4c(=O)n3n2)C1 (stereo not given)	-2%	-18%	?	-27%	-4	?	-2%	7.3µM*	-29%
O=C(Cc1ccccc1)NCC(=O)N1CCN(c2ccccc2)CC1	24%	-12%	21%	8%	i	-7%	1%	-8%	-3%
COC(=O)c1cncc(C)c1	2%	-1%	8%	6%	-3	/	-5%	-30%	-1%
CC(C)COCC(O)CC(Cc1ccccc1)C(=O)NN (stereo not given)	2%	-9%	7%	6%	31	-9%	-4%	-2%	-3%
Cc1ccccc1C(=O)Nc1sc2c(c1C(=O)O)CCC2	25%	2%	?	-14%	-4	-5%	0%	-17%	-15%
COc1cc(CC(NC(C)=O)C(=O)NC2CCN(c3c(Cc4ccccc4)c(C)nc4ncnn34)CC2)cc(OC)c1 (stereo not given)	-36%[inhibitor]	-36%[57.1 µM]	?	-2%	-10	1%	13%	-11%	-14%
Cc1cc(N2CCCCC2)n2nc(C)c(-c3ccccc3)c2n1	?	-4%	?	-25%	-8	7%	-1%	?	1%[9.24 µM]
Cc1nc2cc(C(F)(F)F)ccc2n1C1CCN(CC(=O)NC(C)(C)C)CC1	?	1%	?	6%	-4	-4%	-5%	?	2%
O=S1(=O)N[C@H](Cc2ccccc2)COc2cccc(N3CCSCC3)c21	/	-10%	-21%	?	-9	-14%	/	-4%	-20%
O=C(NC(=S)NCc1ccccc1)c1ccccc1F	5%	-14%	-2%	19%	0	/	-3%	5%	1%
CC[C@@H]1[C@H]2CCCC(=O)N3CC[C@@H](C[C@H]1O)[C@@H]23	-2%	11%	12%&-28%	12%	19	2%	-8%	29%&7%	10%
O=C(Oc1ccc2c3c(c(=O)oc2c1)CCCC3)c1ccco1	3%	1%	-6%	15%	13	-3%	-21%	-27%	7%
CCOC(=O)c1cc(OC)c2cccc(CN3CCCC(C)(C(=O)NCCOC)C3)c2c1 (stereo not given)	/	-9%	0%	-8%	0	?	/	-6%	?
N/C(=N\O)c1ccc(N2CCN(c3ncccc3C(F)(F)F)CC2)nc1	?	-4%	-40%	-22%	22	1%	-25%	?	-27%
Cc1cccc(OCCC(=O)Nc2ccc(S(=O)(=O)N3CCCC3)cc2)c1	0%	-11%	-10%	-3%	-20	-18%	-1%	-7%	-13%
Cc1ccc(N(CCC#N)C(=O)CSc2nc3ccccc3c(=O)[nH]2)cc1	-3%	0%	-8%	-9%	17	-4%	11%	?	-16%
C/C(CCc1ccc2c(c1)OCO2)=N\NC(=S)NC(C)C	-13%	5%	-12%	-4%	-10	7.9µM*	-1%	1%	1%
Cc1ccc(NC(=O)c2ccc3ccccc3n2)cc1S(=O)(=O)N(C)C	9%	6%	-6%	4%	16	17%	-8%	?	15%
O=C(OCC(=O)N1CCCC1=O)c1cc(Cl)ccc1O	3%	-1%	-7%	3%	3	2%	-8%	4%	-2%
COc1ccccc1C(=O)N1CCN(Cc2ccc3c(c2)OCO3)CC1	8%	0%[57.1 µM]	0%	10%	-57*	-10%	-3%	-8%	8%
COC(=O)c1ccc(C2c3[nH]c4ccccc4c3C[C@H]3C(=O)N(C)CC(=O)N23)cc1 (stereo not given in full)	10%	4%	-1%	?	28	-9%	?	-2%	?
O=C(NCCN1CCOCC1)c1ccc(/C=C2\Sc3ccccc3N(Cc3ccccc3F)C2=O)cc1	?	-8%	-18%	-11%	-5	/	18µM*	?	-29%
O=[N+]([O-])c1cccc(C2=NC(c3ccccc3)CO2)c1 (stereo not given)	4%	-6%	-22%	20%	12	39%[activator]	7%	6%	-2%
COc1ccc(NC(=O)C(NS(=O)(=O)c2cccs2)C(C)C)cc1Cl (stereo not given)	1%	-7%	13%	12%	-13	5%	-36%[inhibitor]	-11%	6%
COc1ccc2c(c1OC)C(=O)N(c1nccs1)C2	13%	1%	-1%	-6%	0	34%[activator]	-6%	?	-3%
O=C(CCNS(=O)(=O)c1cccs1)NCc1ccco1	6%	-24%	1%	20%	-26	50%[activator]	0%	10%	13%
O=C(COC(=O)c1ccccc1NC(=O)c1ccccc1)c1ccc([N+](=O)[O-])cc1	-31%[inhibitor]	-14%	19%	2%	6	-6%	-6%	-12%	-6%
COc1ccc(CSc2nnc(C)n2N)cc1Br	-1%	3%	-23%	-13%	-5	0%	0%[9.22 µM]	-12%	-1%
Nc1c(NCCc2ccccc2)c2ccccc2oc1=O	0%	-1%	-5%	-2%	-28	21%	-5%	-5%	-15%
Cc1cc(S(=O)(=O)N2CCOCC2)ccc1OCC(=O)NCc1ccccn1	-2%	0%	-1%	2%	8	0%	-3%	-10%	6%
CCc1ccc(NC(=O)c2ccc(F)c(S(=O)(=O)N(CC)c3ccccc3)c2)cc1	10%	-11%	1%	-24%	18	-5%	0%	-4%	?
Cn1nc(-c2ccccc2)c(CSc2cccc(Cl)c2)c1Cl	5.2µM*	4%	23µM*	?	32	-29%	16µM*	?	?
Nc1nnn(CC(=O)N/N=C/c2ccco2)n1	10%	-5%	0%	7%	-2	/	1%	3%	3%
CCCC12CN3CC(C)(CN(C1)C31C(=O)Nc3ccc(C)cc31)C2=O (stereo not given)	?	/	7%	0%	19	0%	1%	6%	0%
O=C(Nc1cccc(C(=O)N2CCCC2)c1)C1CC1	?	8%	4%	7%	8	2%	8%	7%	8%

High-throughput results: PubChem, National Center for Advancing Translational Sciences (NCATS)
